Bioassay records from PubChem.
Mdm2 MdmX PPI: inhibitors of human Mdm2/MdmX interaction; O15151+Q00987; SaOS-2 split-luciferase Mdm2/MdmX complementation, luminescence; inhibition, % at 8 µM; hit rate 3% among 330,000;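 active = inhibition of at least 50% at 8 µM in the primary screen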
Target sequence (O15151 whole entry, looked up): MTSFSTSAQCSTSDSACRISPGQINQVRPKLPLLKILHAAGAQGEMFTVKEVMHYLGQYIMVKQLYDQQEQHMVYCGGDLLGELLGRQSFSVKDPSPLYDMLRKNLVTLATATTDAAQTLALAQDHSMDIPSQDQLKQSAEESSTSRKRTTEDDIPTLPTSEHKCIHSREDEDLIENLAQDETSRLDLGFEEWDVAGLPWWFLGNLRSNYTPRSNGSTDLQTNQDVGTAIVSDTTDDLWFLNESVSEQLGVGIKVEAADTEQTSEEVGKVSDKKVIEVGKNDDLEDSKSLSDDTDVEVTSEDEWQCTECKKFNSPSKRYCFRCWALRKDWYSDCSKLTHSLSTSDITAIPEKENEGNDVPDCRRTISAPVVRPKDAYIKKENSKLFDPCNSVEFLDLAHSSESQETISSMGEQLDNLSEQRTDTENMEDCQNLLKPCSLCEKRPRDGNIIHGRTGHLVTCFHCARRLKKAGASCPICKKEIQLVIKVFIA
Target sequence (Q00987 whole entry, looked up): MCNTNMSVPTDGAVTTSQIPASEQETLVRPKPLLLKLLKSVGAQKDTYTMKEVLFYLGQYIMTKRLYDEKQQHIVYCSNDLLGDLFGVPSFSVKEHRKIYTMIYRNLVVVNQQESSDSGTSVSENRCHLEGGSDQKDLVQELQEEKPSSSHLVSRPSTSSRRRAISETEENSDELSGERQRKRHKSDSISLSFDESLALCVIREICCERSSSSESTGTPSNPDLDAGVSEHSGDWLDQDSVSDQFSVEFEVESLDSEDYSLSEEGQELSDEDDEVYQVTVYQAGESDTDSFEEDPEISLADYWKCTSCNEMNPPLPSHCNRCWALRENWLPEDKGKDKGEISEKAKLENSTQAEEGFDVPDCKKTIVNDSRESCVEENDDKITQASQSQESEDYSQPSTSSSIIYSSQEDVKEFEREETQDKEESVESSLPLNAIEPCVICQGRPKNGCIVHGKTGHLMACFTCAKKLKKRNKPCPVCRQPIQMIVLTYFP
tim23-1 inh: inhibits growth of tim23-1 mutant yeast. hit rate 1.3% among 330,000. S. cerevisiae tim23-1 growth, BacTiter-Glo luminescence, 24 h. inhibition, % at 20 µM;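 active = growth inhibition of the mutant yeast at or above 50%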;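 also: temperature-sensitive mutant grown at 25 °C; plate controls were DMSO-treated mutant yeast for no effect and medium wells lacking yeast for full effect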
tim10-1 inh: growth inhibitors of tim10-1 mutant yeast. S. cerevisiae tim10-1 ts strain growth, BacTiter-Glo, 24 h. inhibition, % at 20 µM. hit rate 2.2% among 330,000. AID 463190;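 active = inhibition of at least 40%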;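 also: mutant grown at 25 °C; 0% = DMSO wells with yeast and 100% = wells holding no yeast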
TIM10 inh: TIM10 yeast growth inhibition; S. cerevisiae TIM10 strain growth, BacTiter-Glo luminescence, 24 h; AID 463195; hit rate 1.4% among 330,000; inhibition, % at 10 µM;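 active = inhibition of 40% or more at the single tested concentration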;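 also: wild-type TIM10 isogenic control strain grown at permissive 25 °C; 0% = DMSO yeast wells and 100% = minimal medium wells without yeast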
APJ ag: agonists of human APJ apelin receptor; CHO-K1 APJ PathHunter beta-arrestin, luminescence; 0% DMSO wells, 100% apelin; activation, % at 20 µM; hit rate 0.11% among 330,000; AID 2520;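 active = activation more than six SD over the plate average, tested at 20 µM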;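 also: 0% = DMSO alone and 100% = apelin-13 at 10 nM; some results filed as inactive read as strong as hits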
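Assay system: CHO-K1 APJ beta-arrestin complementation cell line / Compound: single test compound dose, 20 µM final, 1% DMSO / Times: overnight seeding, 90 min compound at 25 °C, 1 h detection / Technique: beta-gal luminescence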
UPR CHOP act: apoptotic UPR (CHOP) activation. hit rate 0.34% among 330,000. activation, % at 10 µM. AID 449763. CHO-CHOP luciferase reporter, luminescence; percent of tunicamycin response over DMSO baseline;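 active = at 10 µM dose, activation of 40% or more, normalized to positive control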;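 also: 100% = tunicamycin at 10 µg/mL and 0% = DMSO alone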
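System: CHO CHOP reporter cells. Amount: 500 cells per well. Buffer or medium: F12 medium, 10% FBS. Compound dosing: one dose, 10 µM in 0.5% DMSO. Incubation: 6 h compound exposure at 37 °C after overnight seeding. Technique: Steady-Glo luciferase luminescence. Benchmarks: tunicamycin and DMSO controls.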
NR3A LBD binder: NR3A (human) ligand-binding domain modulation; NR3A LBD differential scanning fluorimetry, Tm shift; 0% = protein alone, 100% = glycine-bound protein; Tm shift relative to glycine control, % at 25 µM; hit rate 2.5% among 340,000;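 active = melting temperature shift of at least 10% of the positive control shift, at one fixed dose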
XBP1 UPR activ: activators of adaptive arm of unfolded protein response (XBP1) | activation, % at 20 µM | CHO-XBP1 luciferase reporter, IRE1-XBP1 UPR activation, luminescence; percent of tunicamycin response, DMSO as zero | hit rate 0.33% among 330,000 | AID 463104;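 active = versus positive control, 20 µM dose yields 30% or more activation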;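 also: 100% = tunicamycin at 10 µg/mL and 0% = DMSO only wells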
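Test system: CHO-XBP1 luciferase reporter cells | Buffer or medium: Serum-containing F12 medium, 10% FBS | Schedule: 6 h compound exposure at 37 °C, 5% CO2 | Detection: Steady-Glo luciferase glow luminescence, 10 min after reagent addition | Read-out basis: Activation, % of tunicamycin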
NLRP3 yeast inh: blocks the NALP3 inflammasome reconstituted in yeast; Yeast reconstituted NLRP3/ASC/caspase-1, beta-gal luminescence, 24 h; inhibition, % at 10 µM; hit rate 0.39% among 330,000; AID 2825;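 active = inhibition of 50% or more; inactive = inhibition below 50%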;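 also: plate controls were induced DMSO wells for no effect and uninduced yeast grown without galactose for full effect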
* hit, by the source's call; · = not tested or not shown; & = joins results of further samples.

Results follow in this order: XBP1 UPR activ	tim10-1 inh	TIM10 inh	Mdm2 MdmX PPI	NLRP3 yeast inh	NR3A LBD binder	UPR CHOP act	tim23-1 inh	APJ ag
1: O=C(C[C@H]1C/C=C\C[C@@H](Cc2ccc(F)cc2)C(=O)OC[C@H]2CCCN2C1=O)N[C@@H](CO)Cc1ccccc1
→ -1.5	8.7	1.2	32.1	8.2	-4.7	0.7	8.8	-4.2
2: CC(Oc1ccc(Cl)cc1)C(=O)NCCN1C(=O)S/C(=C\c2cccnc2)C1=O (stereo not drawn)
→ -0.9	38.6	39.9	-10.6	17.6	2.6	0.2	48.2	0.9
3: O=c1c2c3c(sc2ncn1-n1cccc1)CCCCC3
→ 1.0	33.7	21.6	-31.1	-4.7	-1.0	4.8	29.0	-4.9
4: Cc1nnc(NC2=NCCCCC2)o1
→ -1.5	8.4	1.2	-9.4	10.5	-2.0	2.8	-1.7	-1.6
5: NC(=O)C1=C[C@H](c2coc3ccccc3c2=O)C[C@H](OCc2ccc(CO)cc2)O1
→ -2.8	5.6	9.1	12.7	-1.7	-5.3	1.7	16.6	-2.1
6: CC(=O)Nc1ccc(NC(=O)C2CCN(c3c(Cc4ccccc4)c(C)nc4ncnn34)CC2)cc1
→ 5.1	0.1	5.2	6.2	2.6	0.1	-1.1	1.2	-2.9
7: O=C(CSc1nc2ncc(Cl)cc2[nH]1)Nc1cccc(F)c1
→ -3.4	18.0	-0.2	37.4	18.0	-2.8	0.4	6.4	-0.9
8: NCCCS(=O)(=O)O
→ -4.2	13.1	0.4	-2.0	10.1	-1.1&-0.8	-1.1	15.1	3.9
9: N#Cc1ccc(S(=O)(=O)NCC(=O)OCC(=O)N2CCCC2=O)cc1
→ -2.2	-18.2	7.0	-0.4	18.9	1.1	1.0	-7.3	1.2
10: CCOc1ccc(C(=O)N(Cc2ccccc2)c2cccc(C)c2)cc1OC
→ -8.1	22.5	6.5	35.1	12.3	0.7	2.1	26.4	-4.6
11: CN(C)C(=O)C[n+]1ccc(C(N)=O)cc1
→ -1.6	-7.8	-6.0	7.9	17.8	1.2	-1.1	-3.4	4.1
12: CCOC(=O)Cc1csc(NC(=O)CSc2nnc(-c3ccncc3)n2Cc2ccco2)n1
→ -0.3	3.0	5.4	10.6	-5.0	-1.2	0.9	0.5	-4.4
13: O=C1CC(NC2CCN(C(=O)c3cccc(F)c3)CC2)C(=O)N1 (stereo not drawn)
→ -0.6	-20.6	9.4	-2.6	-6.1	-0.8	-0.8	-5.5	-3.6
14: C[N+](C)(C)CCN1C(=O)CSC1=O
→ 0.8	13.4	4.3	8.7	12.4	-0.2	0.7	0.0	1.0
15: CN1CCN(C(=O)C2CC(c3c(F)cccc3Cl)=NO2)CC1 (stereo not drawn)
→ 1.5	5.4	8.9	-5.5	1.3	0.6	-1.5	12.8	6.1
16: COc1ccc(CCNS(=O)(=O)c2ccccc2)cc1OC
→ -2.9	9.9	-8.6	-1.9	3.7	4.9	-1.3	-1.8	3.8
17: COc1ccccc1C(=O)NCC(=O)NNc1ncnc(N)c1[N+](=O)[O-]
→ -1.8	9.0	9.9	21.4	10.3	·	1.3	15.3	-3.7
18: N#C/C(=C\c1ccc(OCc2cccc(C(=O)O)c2)cc1)C(=O)NCc1ccco1
→ -4.2	25.7	5.1	-91.5	6.3	0.5	-1.1	21.1	-3.4
19: CCOC(=O)C(C)Sc1ccc2nnc(CCNS(=O)(=O)c3ccc(C)cc3)n2n1 (stereo not drawn)
→ -1.8	-11.7	3.3	10.2	-6.0	-1.1	0.2	12.9	-1.6
20: O=S(=O)(NC(=S)NC1CCCCC1)c1cccs1
→ -3.8	0.9	-8.3	-7.1	15.7	2.5	-0.8	17.2	-7.3
21: COc1ccccc1NC(=O)Nc1nc(CC(=O)Nc2cccc(F)c2)cs1
→ -1.8	1.7	-11.7	1.2	15.0	28.3*	-0.2	-4.8	1.5
22: Cc1ccc2nc(NC(=S)NC(=O)c3cccs3)sc2c1
→ -3.6	-2.0	27.7	-28.4	13.8	-4.0	3.4	15.8	-3.4
23: Cc1ccc(C)c(Oc2cc(F)nc(N)n2)c1
→ 0.1	5.7	12.5	-5.3	10.3	-1.1	-0.8	0.1	-1.4
24: Cc1cc(-c2ccccc2)n2nc(C)c(-c3ccccc3)c2n1
→ -0.1	20.0	3.9	3.6	25.4	-6.8	13.0	44.6	-3.0
25: O=c1c2c(nc3nc(NCc4cccc(Cl)c4)[nH]n13)CCC2
→ -2.1	0.7	4.5	11.2	4.4	0.7	-0.9	4.0	1.8
26: O=C(CSc1ccccc1C(=O)O)NC1CCCCCC1
→ 0.8	-11.3	-8.9	2.8	9.5	-0.1	0.8	7.4	-2.4
27: CN(Cc1ccccc1)C(=O)CN(C1CCCCC1)S(C)(=O)=O
→ -2.6	14.5	22.3	-0.6	7.8	0.5	-0.5	28.6	-2.7
28: O=C1CCCC(O)=C1N=Nc1ccc(C(=O)O)cc1
→ -2.3	-10.9	4.8	-16.2	-17.3	-0.9	0.6	7.8	-5.2
29: NNc1ccc(Cl)c(C(=O)O)c1
→ -0.6	-1.6	-3.9	14.5	-2.7	0.3	3.8	-5.7	-4.8
30: C=CCOc1ccc(/C=C/C(=O)OCC(=O)N2CCN(C(C)=O)CC2)cc1
→ -0.5	1.5	11.9	12.6	14.4	-0.8	0.0	5.4	-2.4

Results follow in this order: XBP1 UPR activ	tim10-1 inh	TIM10 inh	Mdm2 MdmX PPI	NLRP3 yeast inh	NR3A LBD binder	UPR CHOP act	tim23-1 inh	APJ ag
31: CCCC(=O)n1nc(-c2cccnc2)nc1N
→ -2.8	-1.6	-1.6	26.1	-6.8	-0.4	-1.3	8.3	-0.5
32: COc1cc(CN2CCN(Cc3ccc(C)cc3)C(CCO)C2)ccc1O (stereo not drawn)
→ 1.6	-3.6	2.4	4.2	4.1	-0.7	-1.0	8.4	-4.9
33: CCOC(=O)C1C(C(=O)OC)=C(c2ccc(OC)cc2)c2ccc(OC)cc2N1S(=O)(=O)C(F)(F)F (stereo not drawn)
→ 3.4	19.9	4.2	4.1	·	-3.8	1.5	38.8	·
34: Cc1nc(SCc2ccccc2C#N)n[nH]1
→ -4.5	4.8	3.0	8.2	4.3	3.2	2.0	5.9	-2.1
35: COc1ccc(C(=O)Nc2cc(C)on2)cc1OC
→ -0.5	-6.2	-9.7	4.4	25.2	-2.5	0.2	7.1	-1.1
36: C=CCn1c(=O)c(C(=O)OCC)c(O)c2ccccc21
→ -0.8	-0.7	-3.9	16.3	11.0	-3.0	2.0	2.9	-3.1
37: O=C(NC1=NCCS1)C12CC3CC(CC(C3)C1)C2
→ -0.5	21.8	0.6	12.4	10.3	-1.0	1.1	6.2	-0.1
38: OC[C@H](O)[C@H](O)[C@@H](O)[C@@H](O)[C@@H]1SC(c2ccccc2)=NN1c1ccccc1
→ 2.2	14.6	17.6	-20.2	7.8	0.5	1.1	19.2	-5.4
39: COc1ccc(C)cc1NC(=O)CN1CCN(S(=O)(=O)c2ccc(Cl)cc2)CC1
→ -1.0	2.9	-3.4	21.6	17.5	-0.9	2.0	13.5	-2.5
40: CCCCOc1ccc(C(=O)N/N=C/c2cn[nH]c2-c2ccc(OC)c(OC)c2)cc1
→ -0.8	16.9	-1.2	3.1	8.6	-11.6	4.6	0.0	0.7
41: CC(C)CC(=O)N(c1nnc(-c2cccnc2)s1)C1CCCC1
→ 0.5	-39.1	-15.5	26.1	29.1	-1.2	3.9	3.3	-3.9
42: C/C(Cn1cnc([N+](=O)[O-])n1)=N\NC(=O)c1ccccc1F
→ -2.2	-0.1	3.2	16.2	-2.3	1.4	-0.7	6.5	-5.4
43: CC1CC(C)CN(CCCNC(=O)c2ccc3c(c2)NC(=O)C(N2CCCCC2)S3)C1 (stereo not drawn)
→ -4.7	10.1	3.5	26.8	13.5	0.1	-4.0	2.8	-4.4
44: CC1CCN(C(=O)COC(=O)c2ccc(=O)n(Cc3ccccc3)n2)CC1
→ -3.2	16.9	9.7	18.6	21.4	1.1	0.4	1.4	16.3
45: CCn1c(SCC(=O)Nc2nc3ccccc3s2)nc2c(c1=O)SC(C)C2 (stereo not drawn)
→ -2.6	15.0	-15.0	28.7	13.8	-4.7	1.4	27.7	-2.5
46: CCCc1ccc(NC(=O)C2CCN(c3cnccn3)CC2)cc1
→ 0.7	14.3	-8.6	-1.8	14.5	6.1	0.2	20.5	-10.4
47: C[C@]12CCC(=O)C=C1[C@H](O)C[C@@H]1[C@@H]2[C@@H](O)C[C@@]2(C)[C@H]1CC[C@]2(O)C(=O)CO
→ -5.7	2.0	10.9	-38.7	7.8	-1.3	-0.1	21.2	-1.5
48: Nc1nnc(SCC(=O)NCCNC(=O)CSc2nnc(N)s2)s1
→ -1.2	-8.9	-7.3	5.7	17.3	-0.5	1.1	-7.1	-1.2
49: COc1cc([N+](=O)[O-])cc([N+](=O)[O-])c1NC(=O)N1CCOCC1
→ 1.0	11.5	-9.5	6.0	7.5	0.5	1.0	10.1	4.0
50: COc1ccccc1S(=O)(=O)Cc1ccc(C(=O)NC2CCCCC2)o1
→ 1.1	13.9	0.4	18.4	1.6	1.9	-0.5	17.2	-1.9
51: O=c1[nH]cccc1-c1nc2ccccc2n1Cc1ccc(F)cc1
→ -0.7	-0.7	7.1	4.9	7.2	0.0	2.3	-5.2	-1.4
52: CN(C)c1ccc(C(=S)N2CCOCC2)cc1Br
→ -2.8	9.2	-1.7	10.9	-7.9	0.7	0.0	6.8	1.6
53: O=C(CN1C(=O)COc2ccccc21)NCCCN1CCN(c2ccccc2F)CC1
→ -6.2	-8.7	2.3	-19.8	-1.7	-0.2	-0.2	-19.7	-2.6
54: O=C(c1cc2ccccc2oc1=O)N1CCN(C(=O)C2CCCO2)CC1 (stereo not drawn)
→ 4.6	9.8	4.8	-20.8	3.0	-3.5	0.6	7.1	-1.1
